From PubChem
HIF-2a inh: HIF-2a inhibition. 786-0 RCC cells HIF-2a reporter, luciferase luminescence, overnight. inhibition, % at 18.8 µM. 360,000 compounds, 0.72% hits;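 active = inhibition of the luminescence signal of 40% or more relative to plate controls, in a single-dose primary screen at 18.75 µM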
hiPSC survival: enhancers of human iPSC single-cell survival; hiPSC single-cell survival, ATPlite luminescence; 100% = ROCK inhibitor wells, 0% = DMSO; survival enhancement, % at 20 µM; 360,000 compounds, 0.044% hits; AID 602274; in the data active = survival enhancement above about 18%;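 also: cells exposed to compounds for 16 hours before the ATP read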
NR2E3 ag-1: agonists of human NR2E3 nuclear receptor; CHO-S Gal4-NCOR/VP16-NR2E3 two-hybrid, luciferase; inhibition of corepressor binding, % at 3.98 µM; 360,000 compounds, 0.35% hits; AID 602229;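 active = inhibition above the mean of all tested compounds plus 3 SD, cut at about 70% in these data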;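 also: 0% = DMSO with NR2E3 transfected cells and 100% = cells lacking NR2E3 construct; higher means lower luciferase signal from less NR2E3 corepressor binding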
Shn3 inh set2: inhibitors of Schnurri-3 3'UTR reporter in osteoblasts; Clone20 osteoblast Shn3 3'UTR firefly luciferase, 24 h; inhibition, % at 12.5 µM; 360,000 compounds, 0.52% hits; AID 588674;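 active = mean inhibition of at least 75% with every replicate also reaching 75%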;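 also: 0% = median of neutral control wells and 100% = pilot-screen positive control compound; some compounds past the cut are filed as inactive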
CaV13 FRET inh: Disruptors of the CACNA1D IQ motif to Ca2+-dependent inactivation inhibitor domain association, primary screening, Förster resonance energy transfer in intact living …. 340,000 compounds, 0.098% hits. inhibition, % at 12.3 µM. HEK cells, CFP/YFP FRET ICDI-IQ, plate reader, 10 min; percent FRET-ratio fall versus neutral wells;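 active = mean replicate inhibition of at least 30% and at least 1% of replicates passing that level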;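 also: 0% = median of the neutral control wells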
NR2E3 ag-2: agonists of human nuclear receptor NR2E3. Q9Y5X4. GST-NR2E3/biotin-RetCOR TR-FRET, 1536-well. inhibition of corepressor binding, % at 4.78 µM. 320,000 compounds, 0.12% hits. AID 2300;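 active = percent inhibition above the cutoff of mean plus 3 SD of all tested compounds, set per screening campaign, cut at about 20% in these data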;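 also: 0% = DMSO wells and 100% = biotin wells as full block of FRET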
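Format: 1536-well format; test system: GST-NR2E3 and biotin-RetCOR proteins; read-out basis: percent inhibition of TR-FRET ratio; timing: 5 h incubation at 4 °C; detection: time-resolved FRET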
TRPM1 prom inh: MITF TRPM1 promoter inhibition in SK-MEL-5 cells. AID 488899. inhibition, % at 12.5 µM. 330,000 compounds, 0.83% hits. SK-MEL-5 TRPM1 promoter luciferase, 24 h;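 active = mean inhibition across replicates of 60% or more, whatever share of single replicates reaches that level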; also: values of inactives mirror those of a sister screen read the other way
m5-HT2A agonist: agonists of mouse serotonin 5-HT2A receptor (HTR2A) | activation, % at 7.6 µM | 360,000 compounds, 0.66% hits | CHO-K1 mHTR2A beta-arrestin complementation, luminescence; percent of 30 µM serotonin response | P35363;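 active = activation above a run cutoff, the mean activation of all tested compounds plus 3 SD, cut at about 14% in these data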;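 also: 0% = plate median of compound wells and 100% = 30 µM serotonin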
Target sequence (P35363 whole entry, looked up): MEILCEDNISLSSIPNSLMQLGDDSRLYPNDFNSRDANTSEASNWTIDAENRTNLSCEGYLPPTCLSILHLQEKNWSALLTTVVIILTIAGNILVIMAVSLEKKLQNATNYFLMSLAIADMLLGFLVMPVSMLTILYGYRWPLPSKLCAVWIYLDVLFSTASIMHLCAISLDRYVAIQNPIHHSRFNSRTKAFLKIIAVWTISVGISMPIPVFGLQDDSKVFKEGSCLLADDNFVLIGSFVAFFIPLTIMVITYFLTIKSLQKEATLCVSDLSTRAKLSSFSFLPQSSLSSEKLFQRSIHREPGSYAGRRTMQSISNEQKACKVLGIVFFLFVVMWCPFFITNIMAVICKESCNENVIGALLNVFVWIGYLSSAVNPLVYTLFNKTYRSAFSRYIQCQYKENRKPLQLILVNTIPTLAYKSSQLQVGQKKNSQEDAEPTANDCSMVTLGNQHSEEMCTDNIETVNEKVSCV
PDI inh: inhibitors of human protein disulfide isomerase; P07237; PDI insulin aggregation turbidity, A650, 90 min; inhibition, % at 10 µM; 350,000 compounds, 0.052% hits;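 active = mean inhibition across replicates of 30% or more, whatever share of single replicates reach that level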;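 also: absorbance from insulin aggregation driven by PDI reduction with DTT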
Target sequence (P07237 whole entry, looked up): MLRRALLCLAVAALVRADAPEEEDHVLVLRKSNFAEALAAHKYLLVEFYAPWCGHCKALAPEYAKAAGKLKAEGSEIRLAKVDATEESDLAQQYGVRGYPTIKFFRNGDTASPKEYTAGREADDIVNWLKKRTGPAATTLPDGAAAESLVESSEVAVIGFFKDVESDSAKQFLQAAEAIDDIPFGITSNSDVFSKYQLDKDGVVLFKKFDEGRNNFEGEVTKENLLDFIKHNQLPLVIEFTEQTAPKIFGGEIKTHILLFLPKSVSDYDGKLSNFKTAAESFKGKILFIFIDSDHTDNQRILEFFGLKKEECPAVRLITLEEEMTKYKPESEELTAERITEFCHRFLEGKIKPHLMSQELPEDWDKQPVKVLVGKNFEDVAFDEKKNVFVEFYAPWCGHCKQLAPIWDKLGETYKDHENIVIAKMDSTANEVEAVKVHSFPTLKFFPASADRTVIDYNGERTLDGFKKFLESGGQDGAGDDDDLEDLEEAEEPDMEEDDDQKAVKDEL
Peg3 prom inh: inhibitors of Peg3 promoter; AID 588405; 360,000 compounds, 1.7% hits; inhibition, % at 20 µM; HeLa PEG-Prom luciferase reporter, luminescence, overnight;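 active = inhibition of at least 50% at 20 µM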
H9c2 protect: protects H9c2 cardiomyocytes from peroxide injury. H2O2 injury protection, ATPLite, 2 h. protection from H2O2 cell death, % at 20 µM. 360,000 compounds, 0.63% hits;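 active = compounds giving at least 50% protection of heart cells from peroxide-induced death in the single-dose screen, raw or plate-pattern-corrected value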;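 also: 0% = DMSO wells with peroxide and 100% = DMSO wells without peroxide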
Active calls of the source: *; . = no result given.

SMILES	HIF-2a inh	hiPSC survival	NR2E3 ag-1	Shn3 inh set2	CaV13 FRET inh	NR2E3 ag-2	TRPM1 prom inh	m5-HT2A agonist	PDI inh	Peg3 prom inh	H9c2 protect
O=C(NCc1ccccc1)c1cc(-c2ccco2)on1	-248	1.9	-67	-20	-7	1	-46	-3	8	-174	8
COc1ccc(CNC(=O)CSc2nc(-c3ccccc3)cc(-c3cccs3)c2C#N)cc1	11	-0.6	-27	65	-5	0	30	-3	-5	3	8
CC(C)(C)C(=O)N1CCN(c2c(Cl)cccc2[N+](=O)[O-])CC1	11	-5.6	-21	4	-2	0	13	1	5	-13	1
O=C(Nc1cccnc1Cl)c1cc2ccccc2o1	-318	-0.4	-18	-116	-5	-2	-71	-5	1	-261	-12
COC(=O)C1=C(C)N(Cc2ccccc2)C(=O)N[C@H]1c1ccc(Br)cc1	30	2.4	16	6	-7	-1	2	-1	-1	19	0
CC(Sc1nnnn1-c1ccc(Cl)cc1)C(=O)NCC(=O)Nc1ccc(F)c(F)c1F (stereo not drawn)	6	-2.3	0	11	-2	1	-8	-1	-1	12	-2
CCN1CCN(c2ncc(C(=O)N3CCN(c4ccccc4OC)CC3)c3ccccc23)CC1	8	4.7	-10	7	.	.	11	2	5	13	9
CC(C)Oc1ccc(CNC(=O)Cn2c(=O)c3cccn3c3cccnc32)cc1	3	0.4	-14	6	-7	1	6	-1	-10	18	14
Cn1c(-c2ccc(=O)[nH]c2)nc2ccccc21	0	-0.3	10	-10	-4	0	2	1	4	-7	-2
COc1cccc(NC(=O)c2csc3c2CCCC3)c1	-323	-0.7	-84	2	11	6	-83	-5	-5	-298	-14
S=C(NC1CCCCC1)c1ccc2c(c1)OCO2	-138	0.5	-35	-26	-9	2	-44	4	-4	-98	-5
N#C/C(=C\c1cccnc1)C(=O)Nc1ccccc1	12	-0.5	-17	-1	-4	-1	-4	-3	-7	-6	4
Cc1cc(C(=O)NC2CCCc3c2cnn3-c2ccc(C)c(C)c2)n(C)n1 (stereo not drawn)	-5	-0.3	111*	88*	-16	0	40	-3	3	20	-18
Cc1cc(NS(=O)(=O)c2ccc(NC(=O)c3ccc(Br)o3)cc2)nc(C)n1	17	2.2	19	12	-7	-2	2	-2	-3	-2	1
O=C(OCc1cc(-c2ccccc2)no1)c1ccc2ccccc2n1	-1	5.0	-7	-5	-4	4	-8	0	-3	-1	-2
CCOc1ccccc1C(=O)Nc1ccccc1C(N)=O	12	-0.8	1	4	-5	4	13	-3	2	14	1
NS(=O)(=O)c1ccc(NC(=O)COC(=O)c2ncc(Cl)c(Cl)c2Cl)cc1	-6	-1.9	-7	-28	-15	.	7	4	-4	1	-2
CC(=O)c1nnn(-c2nc(N3CCCC3)nc(N(c3ccccc3)c3ccccc3)n2)c1C	3	-3.1	4	-8	-3	-1	1	1	5	7	2
Cc1noc(C)c1S(=O)(=O)N1CCC(C(=O)Nc2ccc(OC(F)(F)F)cc2)CC1	24	-0.2	-11	17	-2	0	8	-3	1	27	-27
CC(=O)Nc1ccccc1-c1nn[nH]n1	21	0.1	-9	-1	-1	2	19	9	0	1	0
CCOc1ccc(-c2nnc(N(CC)C(=O)C3CCC3)s2)cc1	-143	-3.3	-28	-16	-2	-2	-47	0	-13	-155	-10
CCCCc1ccc(/C(C)=N/NC(=O)C2CCCC2)cc1	-16	-0.2	-43	-10	-9	1	2	1	5	-35	-7
NS(=O)(=O)c1ccc(NC(=O)CSc2nnc(NC3CC3)s2)cc1	1	-0.7	6	-29	-6	.	-11	-1	1	-9	0
Cc1cc(C(=O)CSc2nnc(-c3cccs3)n2Cc2ccccc2)c(C)n1C	-11	0.3	-26	4	.	-1	5	-4	-4	2	16
COc1cc2c(-c3ccc(O)cc3)nc3c(c(C)nn3-c3ccccc3)c2cc1OC	21	0.1	-8	26	-9	3	13	3	-4	77*	-7
Additional structures follow.
SMILES	HIF-2a inh	hiPSC survival	NR2E3 ag-1	Shn3 inh set2	CaV13 FRET inh	NR2E3 ag-2	TRPM1 prom inh	m5-HT2A agonist	PDI inh	Peg3 prom inh	H9c2 protect
CCc1nc2c(OCC(=O)C(C)(C)C)cccn2c1N(C)C(=O)C1CC1	5	4.6	-8	16	-17	.	.	1	0	3	-2
CCc1noc(C)c1C(=O)Oc1ccc(N(C)S(=O)(=O)c2ccc(C)c(C)c2)cc1	-4	0.7	7	48	-2	2	11	-2	4	33	-16
NC(=O)C1CCN(CC(O)COc2ccc(-c3ccccc3)cc2)CC1 (stereo not drawn)	-8	0.9	13	-46	-4	.	7	2	-8	-11	10
NC(=O)c1ccc(NC(=O)CSc2nc3ccccc3c(=O)n2CCCN2CCOCC2)cc1	-12	0.1	10	-7	-6	3	4	2	3	-4	-1
COc1cc(OC)cc(C(=O)NCCn2ccc3ccccc32)c1	-45	6.2	-29	1	29	-2	.	-6	.	-22	-2
Cc1ccc(Sc2ncccc2C(N)=O)cc1	10	-0.6	8	-4	5	3	2	3	-9	1	-4
O=C(NC1(O)C(=O)c2ccccc2C1=O)c1ccccc1	3	-1.4	-15	-13	0	5	7	-1	-2	1	43
O=C(CN(CC1CCCO1)C(=O)CCC(=O)Nc1nccs1)NCC1CCCO1 (stereo not drawn)	16	-0.3	8	12	.	4	-4	-3	-6	8	-2
COc1ccccc1S(=O)(=O)N1CCN(S(=O)(=O)c2cccs2)CC1	2	2.1	-3	-15	-4	1	-1	4	-3	-2	3
O=C(CCc1c[nH]c2ccccc12)OCc1ccc(Br)cc1	12	1.4	2	-23	-3	3	8	3	1	-9	-8
Cc1ccc(Nc2nc(N)nc(CSc3nc4ccccc4s3)n2)cc1	-270	0.5	0	8	-7	0	-38	-1	16	-37	-11
Fc1ccccc1/C=N/n1c(COc2ccccc2)n[nH]c1=S	20	-0.2	0	8	-4	5	15	7	4	17	-11
COc1cc(/C=N/NC(=O)Nc2ccccc2)ccc1OC(C)=O	-222	-1.5	-54	-102	-3	0	-41	-3	-2	-213	-4
COc1ccc(NC(=O)NC2(C(=O)N3CCOCC3)CCCCC2)cc1	-2	0.4	1	-1	-2	0	-11	-11	2	-13	4
Cc1ccc(C(c2sc3ncnn3c2O)N2CCCCC2)cc1 (stereo not drawn)	-140	2.3	-43	7	-3	-1	.	0	.	-91	2
Cc1ccc2c(c1)sc1nc(=O)ccn12	-7	1.0	-6	1	-3	2	12	0	-6	-11	6
COC(CNC(=O)CN1CCN(Cc2ccc(F)cc2Cl)C1=O)OC	8	5.9	-29	9	-15	-3	-4	5	-2	5	8
CCC(Cc1ccccc1)NC(=O)CCNS(=O)(=O)c1cc(Br)cnc1N (stereo not drawn)	12	-0.3	-1	13	-7	2	0	-6	0	20	-2
CS(=O)CSc1nc2c(cc1C#N)CCCC2 (stereo not drawn)	-3	0.7	-15	19	-5	2	3	0	0	17	-7
Fc1cccc(-c2nnn3c2nc(Cl)c2ccccc23)c1	-208	0.3	-69	-52	-6	.	10	3	-1	107*	1
Cc1cc(C)cc(C(=O)N(C)C2CCCN(Cc3ccccc3F)C2)c1 (stereo not drawn)	12	-0.5	-5	6	-5	6	1	-6	-82	26	5
COCc1cc(CN2CCN(CCCc3ccccc3)C(CCO)C2)ccc1OC (stereo not drawn)	6	-0.6	-29	-51	-20	3	-11	-7	-8	14	2
CC(C)Cc1nnc(NC(=O)CCS(=O)(=O)c2ccc(Cl)cc2)s1	0	0.0	-20	2	-12	-1	7	3	2	15	1
CCOC(=O)c1nnn2c1nc(N1CCN(C)CC1)c1ccccc12	15	1.7	-16	15	-4	2	5	-2	-3	11	0
Oc1ccccc1C=NNc1nc2ccccc2s1	-260	-2.7	-174	-9	-10	.	-1	-2	-4	-251	-9
O=[N+]([O-])c1ccc(CN2CCN(c3ccc(Cl)cc3)CC2)o1	8	-0.7	-4	13	-5	1	3	-3	1	17	-2
CCOC(=O)/C=C1/SCC(=O)N1CC(=O)Nc1cccc(F)c1	5	-0.8	-37	3	-5	-1	-3	-10	-2	12	0
Cc1ccc(C(=O)NC(=S)Nc2ccccc2N2CCCC2)cc1[N+](=O)[O-]	6	0.8	4	-5	-2	-1	32	7	9	31	-2
CS(=O)(=O)c1ccc(-c2nn[nH]n2)cc1	10	8.5	9	-14	0	0	4	5	8	7	6

For reference, some entries already given:
SMILES	HIF-2a inh	hiPSC survival	NR2E3 ag-1	Shn3 inh set2	CaV13 FRET inh	NR2E3 ag-2	TRPM1 prom inh	m5-HT2A agonist	PDI inh	Peg3 prom inh	H9c2 protect
CCc1nc2c(OCC(=O)C(C)(C)C)cccn2c1N(C)C(=O)C1CC1	5	4.6	-8	16	-17	.	.	1	0	3	-2
CCc1noc(C)c1C(=O)Oc1ccc(N(C)S(=O)(=O)c2ccc(C)c(C)c2)cc1	-4	0.7	7	48	-2	2	11	-2	4	33	-16
NC(=O)C1CCN(CC(O)COc2ccc(-c3ccccc3)cc2)CC1 (stereo not drawn)	-8	0.9	13	-46	-4	.	7	2	-8	-11	10
NC(=O)c1ccc(NC(=O)CSc2nc3ccccc3c(=O)n2CCCN2CCOCC2)cc1	-12	0.1	10	-7	-6	3	4	2	3	-4	-1
COc1cc(OC)cc(C(=O)NCCn2ccc3ccccc32)c1	-45	6.2	-29	1	29	-2	.	-6	.	-22	-2
Cc1ccc(Sc2ncccc2C(N)=O)cc1	10	-0.6	8	-4	5	3	2	3	-9	1	-4
O=C(NC1(O)C(=O)c2ccccc2C1=O)c1ccccc1	3	-1.4	-15	-13	0	5	7	-1	-2	1	43
O=C(CN(CC1CCCO1)C(=O)CCC(=O)Nc1nccs1)NCC1CCCO1 (stereo not drawn)	16	-0.3	8	12	.	4	-4	-3	-6	8	-2
COc1ccccc1S(=O)(=O)N1CCN(S(=O)(=O)c2cccs2)CC1	2	2.1	-3	-15	-4	1	-1	4	-3	-2	3
O=C(CCc1c[nH]c2ccccc12)OCc1ccc(Br)cc1	12	1.4	2	-23	-3	3	8	3	1	-9	-8
Cc1ccc(Nc2nc(N)nc(CSc3nc4ccccc4s3)n2)cc1	-270	0.5	0	8	-7	0	-38	-1	16	-37	-11
Fc1ccccc1/C=N/n1c(COc2ccccc2)n[nH]c1=S	20	-0.2	0	8	-4	5	15	7	4	17	-11
